Assay outcomes from PubChem BioAssay.
AID2073 = disruptors of CaV2.2 binding to Mint1 – biochemical, HTRF (AID 2073); HTRF protein-protein interaction, Mint1-CaV2.2; higher % means a stronger effect; inhibition, % at 20 µM; hits with a dose series show IC50 in µM; 0.19% of 290,000 active; in the data active = inhibition mostly above about 51%, no sharp cut-off; inconclusive = no clear call, values can overlap the other calls; inactive = mostly below about 53%; note: some results filed as inactive read as strong as hits
GPR55 activation = selective activators of receptor GPR55 – imaging, U2OS cells, beta-arrestin-GFP redistribution, primary screen (AID 1961); 0.048% of 290,000 active; one-dose activation, % at 10 µM; EC50 in µM for titrated hits; U2OS GPR55 beta-arrestin-GFP redistribution imaging; higher % means a stronger effect;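 active = activation above 40% with more than 50 cells counted in the well; inconclusive = wells holding fewer than 50 cells, flagged as toxic or sparse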;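 note: U2OS osteosarcoma cells stably expressing GPR55 and beta-arrestin-GFP; plate controls were DMSO negative control for no effect and LPI positive control for full effect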
K1F lysis inhibition = inhibition of K1F phage lysis, E. coli UTI89, bacterial capsule biogenesis inhibitors, alamar blue (AID 488966). E. coli UTI89 K1F phage lysis, alamar blue, 2 h; higher % means a stronger effect. inhibition, % at 100 µM; hits with a dose series show IC50 in µM. 0.02% of 340,000 active;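 active = phage lysis inhibition, versus mean bacterial control, above a set limit; inconclusive = no clear call, values can overlap the other calls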;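 note: capsule biogenesis inhibitors block K1F phage lysis so surviving cells raise fluorescence; higher fluorescence means more inhibition of phage lysis; actives were called in the ten point dose series up to 300 µM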
GPR55 antagonists = GPR55 antagonists blocking LPI-driven arrestin recruitment, primary screen, imaging, U2OS, beta-arrestin-GFP, LPI agonist (AID 2013); U2OS GPR55 beta-arrestin-GFP translocation imaging, LPI antagonism; higher % means a stronger effect; 0.13% of 290,000 active; one-dose inhibition, % at 10 µM; IC50 in µM for titrated hits;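 active = spots per cell inhibited over 60%, with over 100 cells counted and total cytoplasm intensity under 500,000; inconclusive = wells with under 100 cells, flagged as likely toxic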;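 note: U2OS cells stably carrying GPR55 and arrestin-GFP stimulated by 5 µM LPI near EC80; imaged beta-arrestin-GFP aggregate spots per cell after agonist stimulation; plate controls were LPI-stimulated DMSO wells for no effect and DMSO wells without LPI for full effect; some results filed as inactive read as strong as hits; confirmed hits need IC50 under 10 µM and bright autofluorescent wells are also inconclusive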
NTR1 agonist = agonists of NTR1, primary screen, imaging, U2OS cells, beta-arrestin-GFP, high content (AID 493036) | P30989 | NTR1-U2OS beta-arrestin-GFP spot imaging, agonist mode | 0.17% of 330,000 active | activation, % at 20 µM;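 active = activation at or above 40% of the spot to cytoplasm intensity ratio, with at least 20 cells analyzed; inconclusive = wells under 20 cells, flagged as cytotoxic or low count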;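 note: 0% = DMSO without peptide and 100% = 100 nM NTR1 peptide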
Target sequence (P30989 whole entry, looked up): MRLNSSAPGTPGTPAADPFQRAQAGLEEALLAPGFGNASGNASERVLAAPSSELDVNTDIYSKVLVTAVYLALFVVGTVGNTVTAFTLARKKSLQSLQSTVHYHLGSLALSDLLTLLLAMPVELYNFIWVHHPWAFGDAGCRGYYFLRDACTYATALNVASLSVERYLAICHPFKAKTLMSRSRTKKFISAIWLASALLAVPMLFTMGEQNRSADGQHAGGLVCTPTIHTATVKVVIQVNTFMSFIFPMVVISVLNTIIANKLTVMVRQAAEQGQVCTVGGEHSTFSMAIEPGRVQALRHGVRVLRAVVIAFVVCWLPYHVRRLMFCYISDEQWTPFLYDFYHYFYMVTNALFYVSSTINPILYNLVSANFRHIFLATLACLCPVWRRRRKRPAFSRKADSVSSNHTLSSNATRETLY
Dengue-2 NS5 capping = flavivirus cap methylation enzyme inhibition – biochemical, confirmation dose response, primary screen (AID 588689); one-dose inhibition, % at 25 µM; IC50 in µM for titrated hits; 0.3% of 340,000 active; Dengue-2 NS5 methyltransferase capping enzyme assay, biochemical; higher % means a stronger effect; in the data active = a potency from the dose series; inconclusive = inhibition above about 29% without an active follow-up result
Siah-1 displacement = Siah-1 peptide-binding antagonists, primary screen, biochemical, fluorescence polarization, rhodamine-plectin, uHTS (AID 1817); 0.02% of 290,000 active; Siah-1 / rhodamine-plectin peptide fluorescence polarization; higher % means a stronger effect; one-dose displacement, % at 20 µM; IC50 in µM for titrated hits;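 active = displacement of at least 50% at 20 µM, with a fluorescence ratio check between 0.3 and a set limit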;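 note: plate controls were Siah plus tracer with DMSO for no effect and tracer alone without Siah for full effect; strong numbers were not always called active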
HIV peptide binding = cell-free HIV fusion peptide-binding blockers – biochemical, uHTS, fluorescence dequenching, primary screen (AID 1986); cell-free peptide binding, fluorescence dequenching, 30 min; higher % means a stronger effect; inhibition, % at 20 µM, or IC50 in µM where a hit was titrated; 0.3% of 290,000 active; in the data active = inhibition mostly above about 52%, no sharp cut-off; inactive = mostly below about 76%; note: some results filed as inactive read as strong as hits
GPR35 antagonists = inhibition of zaprinast-stimulated GPR35 beta-arrestin translocation – imaging, U2OS, beta-arrestin-GFP, zaprinast agonist, primary screen (AID 2058). U2OS GPR35 beta-arrestin-GFP translocation imaging, zaprinast antagonism; higher % means a stronger effect. one-dose inhibition, % at 10 µM; IC50 in µM for titrated hits. 0.052% of 290,000 active;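 active = inhibition of at least 50% with at least 30 cells and total cytoplasm GFP at most 10,000,000; inconclusive = under 30 cells or total GFP of 10,000,000 plus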
NTR1 agonist cell count 20 µM = second read-out of NTR1 agonist, no call of its own (marks repeat the call); cell count; measured here: cell count, cytotoxicity flag
Dengue-2 NS5 capping pilot replicate = further read-out of Dengue-2 NS5 capping, marked with its call; inhibition, %; measured here: pilot screen replicate inhibition
Numbers without * were called inactive; [ ] = dose if it differs, or a comment. This is a random part of the collection, and some 1.2% of all compounds hit somewhere here.

Screening COc1ccc(C(CC(=O)Nc2ccc(Cl)cc2F)NC(=O)C(F)(F)F)cc1 (configuration not stated) returned AID2073 3%, GPR55 activation -0.3%, K1F lysis inhibition -0.2%, GPR55 antagonists -3%, NTR1 agonist -2.3, Dengue-2 NS5 capping 3%, Siah-1 displacement -4%, HIV peptide binding 4.2%, GPR35 antagonists -4%, NTR1 agonist cell count 20 µM 95 and Dengue-2 NS5 capping pilot replicate -3.3.
`Cc1cccc(NCCC(=O)c2ccc([N+](=O)[O-])cc2)c1C` gave AID2073 -1%, GPR55 activation -0.1%, K1F lysis inhibition -0.4%, GPR55 antagonists -8%, NTR1 agonist -0.5, Dengue-2 NS5 capping 2%, Siah-1 displacement -3%, HIV peptide binding -2.7%, GPR35 antagonists 0% and NTR1 agonist cell count 20 µM 54.
For O=C(Nc1nccs1)c1csc2c1CCCC2 the results were AID2073 2%, GPR55 activation 0.1%, K1F lysis inhibition 1.8%, GPR55 antagonists 0%, NTR1 agonist -1.6, Dengue-2 NS5 capping 2%, Siah-1 displacement -3%, HIV peptide binding -0.1%, GPR35 antagonists -12% and NTR1 agonist cell count 20 µM 92.
`O=C(NC1CCCc2ccccc21)C1CCN(S(=O)(=O)c2cccc(C(F)(F)F)c2)CC1` (configuration not stated) gave AID2073 -3%, GPR55 activation 0.1%, K1F lysis inhibition 0.5%, GPR55 antagonists 6%, NTR1 agonist 6.2, Dengue-2 NS5 capping -6%, Siah-1 displacement 0%, HIV peptide binding -2.5%, GPR35 antagonists 9% and NTR1 agonist cell count 20 µM 62.
`O=C(CSc1ncn[nH]1)c1ccc2c(c1)OCO2` gave AID2073 42%, GPR55 activation 0.5%, K1F lysis inhibition -0.8%, GPR55 antagonists -1%, NTR1 agonist -0.8, Dengue-2 NS5 capping -4%, Siah-1 displacement 1%, HIV peptide binding 0.6%, GPR35 antagonists -16% and NTR1 agonist cell count 20 µM 92.
`COc1ccc(NC(=O)NNC(=O)C(C)Oc2ccc3ccccc3c2)cc1OC` (configuration not stated) gave AID2073 11%, GPR55 activation -0.1%, K1F lysis inhibition 0.0%[50 µM], GPR55 antagonists 11%, NTR1 agonist 1.4, Dengue-2 NS5 capping -6%, Siah-1 displacement 4%, HIV peptide binding 1.5%, GPR35 antagonists -8% and NTR1 agonist cell count 20 µM 57.
COC(CNC(=O)CCc1c(C)nc2c(-c3ccc(F)cc3)c(C)nn2c1C)OC was read as AID2073 inconclusive, GPR55 activation -0.1%, K1F lysis inhibition 0.0%, GPR55 antagonists 4%, NTR1 agonist -2.3, Dengue-2 NS5 capping -10%, Siah-1 displacement 2%, HIV peptide binding -0.8%, GPR35 antagonists 0% and NTR1 agonist cell count 20 µM 103.
CN(C(=O)COC(=O)C1CCN(S(=O)(=O)c2cccs2)CC1)c1ccccc1 was read as AID2073 -5%, GPR55 activation -0.7%, K1F lysis inhibition -0.2%, GPR55 antagonists 4%, NTR1 agonist 0.5, Dengue-2 NS5 capping -4%, Siah-1 displacement 6%, HIV peptide binding -0.8%, GPR35 antagonists -4% and NTR1 agonist cell count 20 µM 30.
`CC1CCN(C(=O)C(=O)Nc2sc3c(c2C(=O)O)CC(C)(C)OC3)CC1` gave AID2073 -3%, GPR55 activation -0.1%, K1F lysis inhibition 0.3%, GPR55 antagonists 14%, NTR1 agonist -0.2, Dengue-2 NS5 capping 4%, Siah-1 displacement 14%, HIV peptide binding 3.2%, GPR35 antagonists -9% and NTR1 agonist cell count 20 µM 52.
CN(c1cccc(NC(=O)CN2C(=O)c3ccccc3S2(=O)=O)c1)S(C)(=O)=O was read as AID2073 1%, GPR55 activation -0.4%, K1F lysis inhibition 0.0%, GPR55 antagonists 19%, NTR1 agonist 0.2, Siah-1 displacement 4%, HIV peptide binding 0.0%, GPR35 antagonists 2% and NTR1 agonist cell count 20 µM 51.
`O=C(CSc1nc2c(c(=O)[nH]1)CCC2)Nc1ccc(F)cc1` gave AID2073 6%, GPR55 activation 0.6%, K1F lysis inhibition 0.1%, GPR55 antagonists -2%, NTR1 agonist 0.0, Dengue-2 NS5 capping -9%, Siah-1 displacement 4%, HIV peptide binding 2.3%, GPR35 antagonists 3% and NTR1 agonist cell count 20 µM 57.
For Cc1cc(OC(=O)c2ccccc2Br)cc(=O)n1C the results were AID2073 -5%, GPR55 activation 0.0%, K1F lysis inhibition 0.3%, GPR55 antagonists -11%, NTR1 agonist 3.1, Dengue-2 NS5 capping -25%, Siah-1 displacement 0%, HIV peptide binding -0.7%, GPR35 antagonists 20% and NTR1 agonist cell count 20 µM 61.
`Nc1ncc(Br)cc1S(=O)(=O)NCCC(=O)NCc1ccc(F)cc1` gave AID2073 20%, GPR55 activation -0.1%, K1F lysis inhibition 0.0%, GPR55 antagonists 10%, NTR1 agonist -0.3, Dengue-2 NS5 capping -18%, Siah-1 displacement -5%, HIV peptide binding -2.1%, GPR35 antagonists -2% and NTR1 agonist cell count 20 µM 64.
`COc1cccc(-c2coc3c(C)c4oc(=O)c(CCC(=O)O)c(C)c4cc23)c1` gave AID2073 20%, GPR55 activation -0.1%, K1F lysis inhibition -0.4%, GPR55 antagonists 1%, NTR1 agonist 0.7, Dengue-2 NS5 capping 40µM*, Siah-1 displacement 2%, HIV peptide binding 23µM*, GPR35 antagonists -14% and NTR1 agonist cell count 20 µM 83.
Screening CCOc1ccccc1NC(=S)N1CCC(NC(=O)C(C)(C)C)CC1 returned AID2073 -14%, GPR55 activation -0.1%, K1F lysis inhibition 0.5%, GPR55 antagonists -17%, NTR1 agonist 0.2, Dengue-2 NS5 capping -2%, Siah-1 displacement -5%, HIV peptide binding -1.3%, GPR35 antagonists 3% and NTR1 agonist cell count 20 µM 52.
For CCOc1ccc2nc(-c3ccccc3)nc(SCC(=O)Nc3ncc(C)s3)c2c1 the results were AID2073 14%, GPR55 activation 0.7%, K1F lysis inhibition -0.2%, GPR55 antagonists 16%, NTR1 agonist 3.8, Dengue-2 NS5 capping -4%, Siah-1 displacement 0%, HIV peptide binding 0.6%, GPR35 antagonists -1% and NTR1 agonist cell count 20 µM 89.
For Cn1cc(C(=O)C(=O)N2CCc3ccccc32)c2ccccc21 the results were AID2073 8%, GPR55 activation 0.4%, K1F lysis inhibition 0.1%, GPR55 antagonists 18%, NTR1 agonist 0.6, Dengue-2 NS5 capping -6%, Siah-1 displacement 0%, HIV peptide binding 0.0%, GPR35 antagonists -15% and NTR1 agonist cell count 20 µM 32.
COc1ccc(OC)c(S(=O)(=O)N2CCC(C(=O)NC3CCCC3)CC2)c1 was read as AID2073 9%, GPR55 activation 0.3%, K1F lysis inhibition -0.1%, GPR55 antagonists 9%, NTR1 agonist -0.9, Dengue-2 NS5 capping 6%, Siah-1 displacement 6%, HIV peptide binding 1.3%, GPR35 antagonists 0% and NTR1 agonist cell count 20 µM 45.
For CCN(CC)CCCN(Cc1cc2cc3c(cc2[nH]c1=O)OCO3)C(=O)Nc1ccccc1OC the results were AID2073 5%, GPR55 activation 0.0%, K1F lysis inhibition -0.1%, GPR55 antagonists 4%, NTR1 agonist -0.8, Dengue-2 NS5 capping 2%, Siah-1 displacement 4%, HIV peptide binding -0.5%, GPR35 antagonists 1% and NTR1 agonist cell count 20 µM 38.
Screening Cc1ccc(C)c(C(=O)COC(=O)c2ccccc2N2C(=O)C3C4CCC(C4)C3C2=O)c1 (configuration not stated) returned AID2073 14%, GPR55 activation -0.1%, K1F lysis inhibition 1.2%, GPR55 antagonists -23%, NTR1 agonist -2.0, Dengue-2 NS5 capping 1%, Siah-1 displacement -3%, HIV peptide binding 0.6%, GPR35 antagonists -4% and NTR1 agonist cell count 20 µM 90.

Random excerpt: 2 entries already listed.
Screening CCOc1ccccc1NC(=S)N1CCC(NC(=O)C(C)(C)C)CC1 returned AID2073 -14%, GPR55 activation -0.1%, K1F lysis inhibition 0.5%, GPR55 antagonists -17%, NTR1 agonist 0.2, Dengue-2 NS5 capping -2%, Siah-1 displacement -5%, HIV peptide binding -1.3%, GPR35 antagonists 3% and NTR1 agonist cell count 20 µM 52.
For CCN(CC)CCCN(Cc1cc2cc3c(cc2[nH]c1=O)OCO3)C(=O)Nc1ccccc1OC the results were AID2073 5%, GPR55 activation 0.0%, K1F lysis inhibition -0.1%, GPR55 antagonists 4%, NTR1 agonist -0.8, Dengue-2 NS5 capping 2%, Siah-1 displacement 4%, HIV peptide binding -0.5%, GPR35 antagonists 1% and NTR1 agonist cell count 20 µM 38.

Continued.
`O=C(NCCN1C(=O)S/C(=C\c2ccccc2F)C1=O)C1CCN(S(=O)(=O)c2cccs2)CC1` gave AID2073 6%, GPR55 activation -0.2%, K1F lysis inhibition -0.1%, GPR55 antagonists 10%, NTR1 agonist 11, Dengue-2 NS5 capping -3%, Siah-1 displacement 18%, HIV peptide binding -3.1%, GPR35 antagonists -10% and NTR1 agonist cell count 20 µM 62.
O=C(/C(=N\O)n1cncn1)c1ccc(Cl)cc1Cl was read as AID2073 -4%, GPR55 activation -0.3%, K1F lysis inhibition -0.1%, GPR55 antagonists 17%, NTR1 agonist 2.0, Dengue-2 NS5 capping -3%, Siah-1 displacement 6%, HIV peptide binding 3.0%, GPR35 antagonists -3% and NTR1 agonist cell count 20 µM 55.
`CC(C)CCN1C(=O)c2ccc(C(=O)Nc3ccccc3C(=O)O)cc2C1=O` gave AID2073 -1%, GPR55 activation -0.2%, K1F lysis inhibition 0.5%[50 µM], GPR55 antagonists 3%, NTR1 agonist 0.5, Dengue-2 NS5 capping 17%, Siah-1 displacement 2%, HIV peptide binding 40%, GPR35 antagonists 6% and NTR1 agonist cell count 20 µM 82.
For COc1nc(NCc2ccco2)nc(N2CCC(C)CC2)n1 the results were AID2073 16%, GPR55 activation -0.2%, K1F lysis inhibition 11%, GPR55 antagonists 1%, NTR1 agonist 16, Dengue-2 NS5 capping -8%, Siah-1 displacement 5%, HIV peptide binding 2.9%, GPR35 antagonists 14% and NTR1 agonist cell count 20 µM 40.
For CC(C)NCC(O)COc1cccc2[nH]ccc12 (configuration not stated) the results were AID2073 12%, GPR55 activation -0.1%, K1F lysis inhibition -0.4%, GPR55 antagonists 6%, Dengue-2 NS5 capping -1%, Siah-1 displacement 2%, HIV peptide binding -1.1% and GPR35 antagonists -8%.
